Assay outcomes as filed in PubChem BioAssay.
p47phox inh = p47phox/p22phox peptide binding inhibitors, primary screen, biochemical, uHTS, NADPH oxidase regulatory subunit | Neutrophil cytosol factor 1 (Homo sapiens), P14598 | fluorescence polarization, 2 h | inhibition, % at 24.7 µM | 0.53% of 220,000 active | AID 1274, 2008;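 active means inhibition above about 30%, limit read from the data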;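 further: 0% = p47phox with labelled peptide and 100% = labelled peptide alone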
TRPML3 agonist = human TRPML3 channel agonists, primary screen, cell-based, HEK293 TRPML3-YFP, Fluo-8 calcium fluorescence, 3 µM; 100% = the carbachol control signal; 0.29% of 220,000 active; activation, % at 3 µM;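 active means activation above its plate's cutoff, the mean activation of the plate's test wells plus 3 SD, cut at about 12% in these data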;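 further: 0% = DMSO only wells and 100% = carbachol wells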
Target sequence (Q8TDD5 whole entry, looked up): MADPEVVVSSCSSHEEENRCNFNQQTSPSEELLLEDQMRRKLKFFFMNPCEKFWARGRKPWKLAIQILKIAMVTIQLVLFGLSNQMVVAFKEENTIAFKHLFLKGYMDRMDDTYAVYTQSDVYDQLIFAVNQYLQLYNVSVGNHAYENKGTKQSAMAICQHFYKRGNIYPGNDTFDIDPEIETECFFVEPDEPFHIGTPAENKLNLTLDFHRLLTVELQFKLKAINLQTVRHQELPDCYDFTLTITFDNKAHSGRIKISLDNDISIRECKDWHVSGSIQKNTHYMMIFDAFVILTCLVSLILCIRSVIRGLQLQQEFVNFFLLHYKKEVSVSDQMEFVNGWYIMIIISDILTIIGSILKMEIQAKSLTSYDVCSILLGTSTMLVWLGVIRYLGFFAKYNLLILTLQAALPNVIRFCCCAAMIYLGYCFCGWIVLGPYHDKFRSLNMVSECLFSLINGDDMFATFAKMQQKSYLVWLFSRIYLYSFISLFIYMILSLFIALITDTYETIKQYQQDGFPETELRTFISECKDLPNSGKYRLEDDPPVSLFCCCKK
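Material: HEK293 cells stably carrying human TRPML3-YFP; compound dosing: single dose, 3 µM final nominal compound, 0.3% DMSO final; incubation: 1-h 37 °C dye load, 5-s basal, 120-s post-compound reads; technique: Fluo-8 intracellular calcium fluorescence, excitation 470-495 nm, emission 515-575 nm; read-out basis: percent activation from peak-to-basal fluorescence ratio, scaled between DMSO and carbachol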
TRPN1 ag = zebrafish TRPN1 channel agonists, primary screen, cell-based, HEK293, calcium fluorescence. 0.18% of 220,000 active. transient receptor potential cation channel N1 (TRPN1/NompC), Danio rerio. AID 1424, 2008. activation, % at 3 µM. HEK293 zebrafish TRPN1-YFP, Fluo-8 calcium fluorescence; 100% = response to 87 µM carbachol;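 active means activation above its plate's cutoff, the mean activation of test wells on that plate plus 3 SD, cut at about 19% in these data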;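 further: 0% = DMSO alone and 100% = 87 µM carbachol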
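Control set: carbachol 87 µM as high control, DMSO as low control; system: HEK293 stable line with zebrafish TRPN1-YFP; read-out: % activation versus carbachol response; detection: intracellular calcium fluorescence with Fluo-8; doses: single test compound dose, 3 µM nominal, 0.3% DMSO; schedule: dye 1 h 37 °C plus 30 min RT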
Runt-SMMHC FRET = inhibitors of RUNX1 Runt–CBFb-SMMHC binding, primary screen, biochemical, FRET, Cerulean-Runt, Venus-CBFb-SMMHC, uHTS | Runt-related transcription factor 1 (Homo sapiens) + Core-binding factor subunit beta … | Cerulean-Runt/Venus-CBFb-SMMHC FRET ratio 530/480, 1 h | inhibition, % at 20 µM | 0.74% of 220,000 active;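 active means mean inhibition across duplicate retests at 20 µM reaching about 50%, limit read from the data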;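 further: 0% = DMSO wells and 100% = wells with excess untagged CBFb-SMMHC; inhibitors lower the FRET ratio by blocking Runt binding to CBFb-SMMHC; some results filed as inactive read as strong as hits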
CHOP inh = inhibitors of CHOP promoter induction, primary screen, cell-based, unfolded protein response, luciferase reporter | CHO-K1 CHOP-promoter luciferase, tunicamycin-induced, 15-18 h | inhibition, % at 10 µM | 3.8% of 220,000 active;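 active means compounds that reduced the stress-induced luciferase reporter signal by more than about 70% of percent inhibition, limit read from the data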;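 further: 0% = tunicamycin plus vehicle and 100% = wells without tunicamycin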
Mdm2 ligase inh = MDM2-luciferase reporter signal enhancers, primary screen, MDM2 E3 ligase inhibitor project, cell-based, luminescence, 1536-well | cell-based MDM2 ubiquitination luciferase reporter, 2 h; 0 = plate control, 100 = twice control, blank-subtracted | signal enhancement, % at 5 µM | E3 ubiquitin-protein ligase Mdm2 (Homo sapiens), Q00987 | 0.11% of 210,000 active | AID 1230, 2008;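 active means signal enhancement of 30% or more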;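 further: luminescence tracks abundance of the self-degrading MDM2-luciferase fusion protein; higher signal means inhibition of MDM2 E3 ligase activity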
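Material: stable MDM2–luciferase fusion reporter cells / Quantity: 2000 cells/well / Dosing: single 5 µM compound dose, 0.2% final DMSO / Buffer or medium: DMEM / Schedule: 4 h cell settling then 2 h compound exposure, 37 °C / Detection: luminescence with SteadyLite reagent, 15 min at room temperature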
TNF death inh = inhibitors of TNF-alpha triggered necroptosis, primary screen, cell-based, Jurkat FADD-/-, single concentration; AID 463075, 2010; Jurkat FADD-/- TNF necroptosis rescue, ATP luminescence, 24 h; 0 = TNF only, 100 = no-TNF cells; activation (protection from cell death), % at 10 µM; 0.068% of 220,000 active;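 active means activation, meaning protection from cell death, of at least 50% relative to plate controls; inactive means activation below 50%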;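 further: necroptosis triggered by 40 ng/mL TNF-alpha added together with compound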
PPC-1+TRAIL kill = compounds killing PPC-1 cancer cells with TRAIL present, primary screen, TRAIL potentiator project, ATPLite luminescence, uHTS; PPC-1 cells + TRAIL, ATPLite viability luminescence; cell killing (% activity), % at 4 µM; 0.41% of 220,000 active; AID 1443, 2008;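 active means cell killing above 50% in the first pass at 4 µM, then a duplicate retest at 5 µM averaging 50% or more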;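 further: plate controls were cells with TRAIL plus DMSO for no effect and medium-only wells lacking cells for full effect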
EBV gp42 block = Epstein-Barr virus gp42 inhibitors, primary screen, biochemical, uHTS, fluorescence polarization; Glycoprotein 42 (Epstein-Barr virus (strain AG876)), Q1HVG2; 0.42% of 220,000 active; inhibition, % (tested at 21.74 µM); Fluorescence polarization binding assay, mP read-out; AID 1085, 2008; in the data active means inhibition above about 50%
Target sequence (Q1HVG2 whole entry, looked up): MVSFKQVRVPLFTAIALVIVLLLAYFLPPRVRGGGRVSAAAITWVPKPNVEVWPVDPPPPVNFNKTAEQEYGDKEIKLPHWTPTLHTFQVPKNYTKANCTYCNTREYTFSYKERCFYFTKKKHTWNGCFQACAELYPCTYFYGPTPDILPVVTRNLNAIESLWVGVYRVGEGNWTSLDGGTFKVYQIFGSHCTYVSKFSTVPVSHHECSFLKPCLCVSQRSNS
* marks the source's active call; other numbers are inactive results; nt = no result given; [ ] = remark or other dose.

SMILES	p47phox inh	TRPML3 agonist	TRPN1 ag	Runt-SMMHC FRET	CHOP inh	Mdm2 ligase inh	TNF death inh	PPC-1+TRAIL kill	EBV gp42 block
COc1ccc(/C=C/C(=O)N[C@@H](C)C(=O)O)cc1	-1	0.3	0.9	2	-22	-15	0.9	8	-21
C=CCc1cc(C)cc(C)c1OCCn1cncn1	-14	-0.7	-1.4	-1	5	-1	-2.2	-6	-3
CN1CCN(c2ccc(CNC(=O)c3ccc4c(c3)OCCO4)cc2)CC1	-15	0.3	-0.6	-2	6	-8	2.1	-7	-11
COc1ccc(Cl)cc1NC(=O)C(=O)N/N=C/c1cc(C)n(-c2ccc(C)cc2)c1C	-28	0.4	-0.4	-6	-6	-9	0.0	1	-13
CC1N=C2c3ccccc3N=C(SCc3cc(=O)n4cc(Cl)ccc4n3)N2C1=O (centres undefined)	7	0.9	-1.2	2	-7	-15	0.8	4	-10
N#Cc1cc2c(nc1SCc1cccnc1)CCCCC2	0	-0.3	-1.8	-2	19	-8	-3.5	14	-13
CC/C(=N\NC(=O)CNC(=O)/C=C/c1ccco1)c1ccccc1	0	0.2	-1.7	1	2	-1	-3.2	23	-24
COc1cccc(-c2ccc3c(N)c(C(=O)NC4CC4)sc3n2)c1	-28	0.1	0.2	-44	18	-8	-0.6	29	-8
C=CCN(CC=C)CCOc1cccc(Oc2ccccc2)c1	4	-2.1	-1.4	0	87*	-11	0.5	18	-4
O=C(NCC1CCCO1)C1CCCN(S(=O)(=O)c2cccc3nsnc23)C1 (centres undefined)	-1	0.2	-0.2	-4	17	-20	-1.0	1	1
CC(C)(C)C(=O)Nc1nc2ccc(S(C)(=O)=O)cc2s1	-3	0.3	2.1	-5	-3	-15	-3.3	8	-16
c1ccc(C2CC(c3cccs3)n3nnnc3N2)cc1 (centres undefined)	-16	1.0	0.3	-1	7	-18	1.7	28	-10
CCCOc1ccc(C2C(C(=O)c3ccco3)=C(O)C(=O)N2CCCn2ccnc2)cc1 (centres undefined)	-17	0.3	1.1	-5	-7	6	0.4	11	-12
Cc1sc(NC(=O)c2sc3nc4c(C)cccc4cc3c2N)c(C#N)c1C	-51	0.2	0.4	-14	65	-25	-0.7	34	9
CCOC(=O)Cc1csc(CC(N)=O)n1	-8	1.5	0.9	6	10	-19	-1.7	-12	-12
CC(C)c1ccc(/C=N/NC(=O)c2ccccn2)cc1	-6	0.5	0.1	2	27	-69	-3.3	69*[5 µM]	-24
Cn1c(=O)c2c(SCc3cccnc3)nc(C3CC3)nc2n(C)c1=O	-4	0.2	0.5	1	25	-11	-6.3	-12	-15
COc1ccc(-c2noc(C3CCCN(C(=O)CCc4ccccc4)C3)n2)cc1 (centres undefined)	-5	-0.6	-0.1	3	18	-3	2.6	5	-12
Cc1cc(C(=O)NNC(=S)NC(C)c2ccccc2)cs1 (centres undefined)	1	-0.1	-1.5	1	-15	-7	0.6	11	-8
Cn1c(SCc2nc(-c3ccc(Cl)cc3)no2)nnc1-c1cccs1	6	0.3	-0.5	-1	-2	-18	-0.1	18	-9
O=C(CN1C(=O)C2C3CCC(C3)C2C1=O)NCc1ccco1 (centres undefined)	1	0.9	1.8	141	-9	1	0.4	6	3
CS(=O)(=O)Nc1ccc(C2=NN(S(C)(=O)=O)C(c3ccc4c(c3)OCO4)C2)cc1 (centres undefined)	-240	1.0	0.7	7	-18	-1	1.7	10	-8
O=C(Nc1cccc(C(=O)N2CCOCC2)c1)c1ccccc1	-8	-0.1	-1.1	6	7	nt	-0.7	-1	-5
COCc1ccc(CN2CCCC(CCC(=O)NCc3cccc(OC)c3)C2)o1 (centres undefined)	-3	-0.9	1.2	6	-12	2	1.4	-1	-1
C#CCN(C(=O)CC1C(=O)NCCN1C/C=C/c1ccccc1)C1CCCCC1 (centres undefined)	0	0.0	-1.1	1	-1	-10	0.4	-5	5

Marked active in CHOP inh, of those listed so far:
canonical_smiles	p47phox inh	TRPML3 agonist	Runt-SMMHC FRET	CHOP inh	Mdm2 ligase inh	EBV gp42 block
C=CCN(CC=C)CCOc1cccc(Oc2ccccc2)c1	4	-2.1	0	87*	-11	-4

Next section.
SMILES	p47phox inh	TRPML3 agonist	TRPN1 ag	Runt-SMMHC FRET	CHOP inh	Mdm2 ligase inh	TNF death inh	PPC-1+TRAIL kill	EBV gp42 block
CCn1cc(S(=O)(=O)Nc2ccccc2C(F)(F)F)cn1	1	-0.5	0.5	2	16	3	-1.0	-2	-5
c1ccc(OCCOc2ncnc3ccccc23)cc1	-3	0.5	0.9	-3	-11	-6	2.7	5	-13
Cc1cc(C(=O)Nc2ccc3[nH]ccc3c2)no1	-3	0.6	0.3	3	-14	-9	2.9	-1	0
CC1=NN(C(C)C)C(=O)C1	-12	0.7	-0.8	-2	-8	-11	-2.0	-1	-13
COc1ccc(-n2c(=O)c3ccccc3n(Cc3ccccc3F)c2=O)cc1OC	2	0.1	0.2	-5	20	-1	0.2	8	4
O=C(Nc1ccon1)c1ccc(S(=O)(=O)N2CCCCCC2)cc1	-3	0.9	-0.7	-1	38	-24	-0.6	2	-12
Cc1ccc(-c2csc(NC(=O)CCNC(=O)c3ccccc3Cl)n2)cc1	-28	1.1	4.5	0	67	-3	3.3	9	-9
Cc1c(C(=O)N2CCN(Cc3ccccc3)CC2)sc2ncnc(N3CCOCC3)c12	-3	1.2	2.5	-7	-14	-12	-0.3	7	10
Cc1ccc(C)c(NC(=O)CN(C)C(=O)CCN2C(=O)c3ccccc3C2=O)c1	-8	0.5	0.2	-1	5	-10	-0.9	16	-17
COc1cccc(COc2ncnc3sccc23)c1	-11	0.8	0.1	0	1	-9	4.5	6	-13
O=C(Cc1cccs1)NCCSc1c(-c2ccc(Cl)cc2)[nH]c2ccccc12	-1	-0.6	1.4	-6	13	nt	5.5	14	0
O=[N+]([O-])c1cc(Cl)cc2c1nc(NCCO)c1ccccc12	-12	1.2	-0.3	-11	41	-11	-4.5	-1	1
COc1ccc(C)cc1-n1[nH]nnc1=S	7	-0.3	0.1	1	-7	-6	-0.1	11	-35
O=C(c1ccco1)N1CCN(c2ccc(Cl)cc2)CC1	-4	1.1	-0.5	-2	-29	-27	-1.5	2	3
Cc1cc(F)ccc1NC(=O)c1ccc(NS(=O)(=O)c2cc(C(C)(C)C)ccc2C)cc1	-11	-0.1	0.1	4	60	-25	1.6	24	-15
CC(NC(=O)OC(C)(C)C)C(=O)N1CCCC1C(=O)NC(Cc1ccccc1)C(N)=O (centres undefined)	2	0.2	-0.5	1	22	-15	-1.2	-22	4
Cc1noc(/C=C/c2ccco2)c1S(=O)(=O)N1CCC(C(=O)N2CCc3ccccc32)CC1	-101	0.2	1.4	-6	28	-6	-2.0	12	-33
Cn1c(=O)c2c(n(Cc3ccccc3)c1=O)NC(=O)C2CC(=O)N1CCc2ccccc2C1 (centres undefined)	-6	0.7	0.2	-4	-1	-1	0.0	1	-3
CC(=O)c1ccc(C(=O)N2CCCC(CCC(=O)N(C)CCc3ccccn3)C2)s1 (centres undefined)	-8	0.3	-0.1	nt	-11	-17	0.2	nt	-14
O=C(O)c1ccc2c(c1)S(=O)(=O)N=C1CCCCCN12	13	0.5	0.8	0	0	-20	0.1	-4	5
Cc1cc(C)n(CC(O)CN(c2ccccc2)S(=O)(=O)c2ccccc2)n1 (centres undefined)	-8	-0.5	0.1	-3	12	-10	-0.8	0	-1
Cc1ccc(NC(=O)Cn2nc(-c3ccccc3Cl)ccc2=O)c(Br)c1	-11	0.4	-1.4	-3	15	-8	2.4	14	-16
Cn1cnnc1SCC(=O)Nc1cc(C(F)(F)F)ccc1N1CCOCC1	-8	0.8	2.2	3	12	-9	1.0	4	-15
CCc1ccc(NC(=O)c2c(C(=O)Nc3ccccc3)sc3nc(C)cc(=O)n23)cc1	-7	0.0	-0.6	8	82*	3	1.2	12	-16
Oc1ccccc1C1CC(c2cccs2)=NC(c2ccc(Cl)cc2)N1 (centres undefined)	-4	3.3	3.5	10	68	-4	1.7	16	-2

Pulled one by one from the entries so far:
SMILES	p47phox inh	TRPML3 agonist	TRPN1 ag	Runt-SMMHC FRET	CHOP inh	Mdm2 ligase inh	TNF death inh	PPC-1+TRAIL kill	EBV gp42 block
O=C(O)c1ccc2c(c1)S(=O)(=O)N=C1CCCCCN12	13	0.5	0.8	0	0	-20	0.1	-4	5
Cc1sc(NC(=O)c2sc3nc4c(C)cccc4cc3c2N)c(C#N)c1C	-51	0.2	0.4	-14	65	-25	-0.7	34	9

Further results.
SMILES	p47phox inh	TRPML3 agonist	TRPN1 ag	Runt-SMMHC FRET	CHOP inh	Mdm2 ligase inh	TNF death inh	PPC-1+TRAIL kill	EBV gp42 block
COc1ccc(/C=C/C(=O)Nc2ccc(OC)nc2)cc1	5	0.6	1.3	0	3	-9	-4.2	27	15
CCOc1ccc(-n2c(-c3ccccc3)c[n+]3c2CCCCC3)cc1	-7	0.5	0.3	4	33	-34	-4.7	25	-7
CN1CCN(c2ccc(CNS(=O)(=O)c3ccccc3)cc2)CC1	2	0.6	0.5	-2	15	-14	-2.9	20	-5
COc1ccc(Cl)cc1C(=O)Nc1ccc(NC(=O)C(C)C)cc1	2	0.6	2.2	-1	5	-2	4.3	6	3
CCOC(=O)CC1C(=O)NCCN1C(=O)c1sc2ccccc2c1Cl (centres undefined)	-1	0.7	2.8	4	-3	2	-0.1	-2	-19
CC(C)CN1CN(Cc2ccco2)CNC1=S	-32	1.2	0.0	-1	9	-2	0.1	13	-8
O=C(Nc1ccncc1)c1ccc(NS(=O)(=O)c2cccc(F)c2)cc1	0	0.7	1.2	-1	42	13	3.7	8	7
COc1ccc(S(=O)(=O)Nc2cc(C)cc(C)n2)c2ccccc12	-10	-0.7	0.6	0	37	-7	-1.4	14	-7
O=C(CN1CCCC1)Nc1ccc(Oc2ccc(NC(=O)CN3CCCC3)cc2)cc1	-7	0.4	1.6	0	-20	-5	-8.9	12	5
COc1cc(NC(=O)CN2C(=O)NC(C)(c3ccccc3)C2=O)c(C)cc1[N+](=O)[O-] (centres undefined)	-24	1.2	1.7	2	4	-15	0.9	20	-31
NC(=S)N/N=C/c1cn(CCC(=O)O)nc1-c1cccc(Br)c1	-9	0.3	-0.1	0	14	-12	0.7	-5	-4
